High-throughput results: PubChem, National Center for Advancing Translational Sciences (NCATS)
HP1b chromo inh – blocks HP1-beta chromodomain binding to methylated histone tails; P83916; AlphaScreen HP1-beta / biotin-H3K9me3 peptide binding; Potency, µM (highest dose often 114 µM), for the others: top-dose activity change, negative = inhibition, hits mostly inhibitors; 390,000 tested, 0.56% active; AID 540317; further: potency means the concentration at half of the fitted maximal effect; nearly all actives have a fitted effect of over 70% in size; inactives centre near 23
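AlphaScreen: HP1-beta (50 nM) preformed 30 min with biotin-H3(1-18)K9me3 peptide (50 nM) in PBS pH 7.4, 0.01% Tween-20. Compound added for 30 min at RT, then streptavidin donor/nickel chelate acceptor beads (10 ug/mL) for 30 min.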
TrxR1 substrate – substrates of rat thioredoxin reductase 1. O89049. purified TrxR1 substrate turnover, NADPH consumption readout. Potency, µM (doses to about 114 µM), for the others: top-dose activity change, negative = substrate turnover. 390,000 tested, 0.01% active. AID 588456; further: potency means the concentration at half of the fitted maximal effect; on the % scale 0 is the no-effect control and ±100 the full control effect; nearly all actives have a fitted effect of over 50% in size
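Rat TrxR1, dispensed at 90 nM, was prereduced with 400 uM NADPH (final) for 5 min at ~22 deg C, then incubated with compound 15 min before 400 uM selenite. A first-read NADPH fluorescence drop versus no-compound background flagged substrates.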
USP1 inh – USP1/UAF1 (human) deubiquitinase inhibition; recombinant USP1/UAF1, Ub-Rhodamine cleavage fluorescence; Potency, µM (series often up to 57.1 µM), for the others: top-dose activity change, negative = inhibition, actives largely listed as inhibitors; 390,000 tested, 0.23% active; AID 743255; further: potency means the concentration at half of the fitted maximal effect; on the % scale 0 is the no-effect control and ±100 the full control effect; nearly all actives have a fitted effect of over 60% in size; inactives centre near -12
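USP1/UAF1 complex at 1 nM was preincubated with compound for 15 min at room temperature, then Ub-Rho substrate (150nM final) was added. Fluorescence (480/540 nm) was read kinetically, 6 reads every 60 seconds.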
Pin1 inh – blocks the human prolyl isomerase Pin1. Q13526. Pin1 FP peptide displacement, HiFluor488, 10 min. Potency, µM (highest dose often 115 µM), inactives show top-dose activity, negative = inhibition, actives largely listed as inhibitors. 390,000 tested, 0.009% active. AID 504891; active means well fitted inhibition curve with a large enough effect in the polarisation, with a control signal flat, not every such curve was filed as active; inconclusive means small, poorly fitted or top-dose-only effect, or effect the other way, or a change in a side signal; inactive means no such curve, though single readings can be large or run the other way; the % refers to the polarisation; further: potency means the concentration at half of the fitted maximal effect; on the % scale 0 is the no-effect control and ±100 the full control effect
Target sequence (Q13526 whole entry, looked up): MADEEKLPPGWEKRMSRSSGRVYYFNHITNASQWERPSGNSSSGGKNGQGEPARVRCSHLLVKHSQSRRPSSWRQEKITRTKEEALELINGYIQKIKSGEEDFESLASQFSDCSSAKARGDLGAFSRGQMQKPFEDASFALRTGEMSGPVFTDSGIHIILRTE
PI4K2A inh – PI4K2A (human) kinase inhibition; Q9BTU6; purified PI4K2A, ADP-Glo luminescence, 1 h; active compounds read low; activity change, negative = inhibition, % at 76.9 µM; 420,000 tested, 0.13% active; in the data active means activity change below about -50%; inconclusive means mostly about -30% to -49%;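 further: -100% = wells without enzyme as full effect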
Target sequence (Q9BTU6 whole entry, looked up): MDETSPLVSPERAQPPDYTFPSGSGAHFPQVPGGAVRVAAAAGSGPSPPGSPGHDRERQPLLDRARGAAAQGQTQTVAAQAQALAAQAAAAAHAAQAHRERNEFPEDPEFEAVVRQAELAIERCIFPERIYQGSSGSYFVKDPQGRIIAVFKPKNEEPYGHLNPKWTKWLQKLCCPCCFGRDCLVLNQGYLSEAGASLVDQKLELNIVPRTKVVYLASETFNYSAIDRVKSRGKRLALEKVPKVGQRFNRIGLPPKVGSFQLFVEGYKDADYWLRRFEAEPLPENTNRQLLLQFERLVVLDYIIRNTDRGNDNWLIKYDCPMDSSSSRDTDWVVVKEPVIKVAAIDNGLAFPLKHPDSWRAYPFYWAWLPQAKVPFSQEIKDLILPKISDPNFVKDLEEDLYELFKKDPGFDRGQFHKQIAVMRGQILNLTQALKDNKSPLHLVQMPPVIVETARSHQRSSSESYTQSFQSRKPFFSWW
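Compounds are screened against recombinant PI4K2A using PI as substrate and ATP, the latter dispensed at 300 microM. Reactions run one hour at ambient temperature before ADP-Glo detection; full inhibition defined by wells lacking enzyme.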
mIDH1 inhibitor – human IDH1 R132H inhibition | 390,000 tested, 0.093% active | O75874 | Potency, µM (titrated, usually from 76.6 µM), inactives show at the highest dose activity change, negative = inhibition, actives largely listed as inhibitors | IDH1-R132H enzyme, NADPH consumption, diaphorase/resazurin fluorescence; further: potency means the concentration at half of the fitted maximal effect; on the % scale 0 is the no-effect control and ±100 the full control effect; nearly all actives have a fitted effect of over 65% in size
Target sequence (O75874 whole entry R132H, stated change not applied): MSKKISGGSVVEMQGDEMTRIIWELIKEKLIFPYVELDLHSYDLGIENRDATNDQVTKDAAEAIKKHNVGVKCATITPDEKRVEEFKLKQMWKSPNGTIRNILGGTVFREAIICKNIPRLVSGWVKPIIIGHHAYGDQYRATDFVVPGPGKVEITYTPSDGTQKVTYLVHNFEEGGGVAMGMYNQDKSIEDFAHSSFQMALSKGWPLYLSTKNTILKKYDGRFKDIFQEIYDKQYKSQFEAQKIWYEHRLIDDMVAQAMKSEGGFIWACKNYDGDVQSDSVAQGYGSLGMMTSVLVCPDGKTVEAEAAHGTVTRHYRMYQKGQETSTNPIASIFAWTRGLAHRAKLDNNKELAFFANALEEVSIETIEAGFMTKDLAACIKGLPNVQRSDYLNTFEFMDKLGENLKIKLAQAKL
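IDH1-R132H (0.5 ug/mL) preincubated 30 min with compound, then NADPH (0.016 mM) and alpha-KG (2 mM) added; 80 min at RT, pH 7.5. Remaining NADPH coupled via diaphorase/resazurin to fluorescence (540/590 nm); concentration-response curves normalized to no-enzyme control.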
PGK inhibitor – blocks T. brucei phosphoglycerate kinase; P07378; PGK/GAPDH coupled, Kinase-Glo luminescence, 60 min; Potency, µM (top dose mostly 57.5 µM), for the others: at the highest dose activity change, negative = inhibition, hits mostly inhibitors; 380,000 tested, 0.043% active; AID 602233; further: potency means the concentration at half of the fitted maximal effect; on the % scale 0 is the no-effect control and ±100 the full control effect; nearly all actives have a fitted effect of over 60% in size
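Luminescent ATP detection (Kinase-Glo Plus) follows a 60-minute room-temperature incubation, with wells lacking PGK as controls. Buffer: 100 mM TEA (pH 7.6), 5 mM MgCl2, 0.01% Tween-20. Coupling enzyme GAPDH (100 nM final) supplies unstable 1,3-BPG in-well.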
GLS inh – blocks human kidney-isoform glutaminase activity. O94925. GLS enzymatic activity, qHTS titration. Potency, µM (titrated, usually from 45.5 µM), without a hit: at the highest dose activity change, negative = inhibition, actives largely listed as inhibitors. 410,000 tested, 0.21% active; further: potency means the concentration at half of the fitted maximal effect; on the % scale 0 is the no-effect control and ±100 the full control effect
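Enzyme dispensed in phosphate buffer (45 mM, pH 8.2, 0.02% Tween-20), compounds pinned in, then 1 mM L-glutamine solution and the glutamate oxidase–HRP–Amplex Red mix added; fluorescence read immediately and again after 30 min at room temperature.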
rTrxR1 inhibitor – inhibitors of rat thioredoxin reductase 1 | O89049 | recombinant rTrxR1, NADPH fluorescence consumption, selenite substrate | Potency, µM (doses to about 114 µM), without a hit: at the highest dose activity change, negative = inhibition, actives largely listed as inhibitors | 390,000 tested, 1% active; further: potency means the concentration at half of the fitted maximal effect; on the % scale 0 is the no-effect control and ±100 the full control effect; nearly all actives have a fitted effect of over 65% in size
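Rat TrxR1 (90 nM in the dispensed reagent) was pre-reduced with 400 uM NADPH for 5 min at room temperature, then incubated with compound for 15 min. After 400 uM selenite was added, NADPH fluorescence (Ex 340/Em 450 nm) was followed for 8 min.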
Starred values were filed as active, the others as inactive; i = inactive; ? = inconclusive; · = not tested or not shown; [ ] = another dose, or the depositor's remark. Unless noted, the call rests on the fitted dose curve; in most records, active means well fitted curve in the direction sought with a large enough effect; inconclusive means small, poorly fitted or top-dose-only effect, or another doubt; inactive means no such curve, though single readings can be large; an effect the other way counts as inactive or inconclusive. These rows are one share of the data; rates above refer to the full screens.

#	canonical_smiles	HP1b chromo inh	TrxR1 substrate	USP1 inh	Pin1 inh	PI4K2A inh	mIDH1 inhibitor	PGK inhibitor	GLS inh	rTrxR1 inhibitor
1	COc1ccc(-c2cc3nc(C)c(CCC(=O)N4CCN(c5ccccn5)CC4)c(C)n3n2)c(OC)c1	18.5%	19.2%	-10.6%	0.9%	-5.7	-6.4%	-10.2%	5.1%	?
2	COc1cc(C2N=C(N)Nc3nc4ccccc4n32)ccc1OCC(=O)O (centres undefined)	29.3%	8.2%[11.4 µM]	-4.8%	0.5%	2.4	·	·	-7.3%	2.3%
3	CCN(CC)C(CNC(=O)CSc1nnnn1-c1c(C)cccc1C)c1ccco1 (centres undefined)	0.8%	6.1%[57.1 µM]	-5.7%	-2.1%	-3.8	3.7%	-2.6%	12.2%	-2.5%
4	CC1CC(C)CN(CCCNC(=O)CN2C(=O)CSc3ccc(S(=O)(=O)N4CCCCC4)cc32)C1 (centres undefined)	14.0%	3.6%	-10.6%	-4.2%	-2.0	-11.1%	-13.1%	-1.8%	25.0%
5	CSCCC(NS(=O)(=O)c1ccc2c(c1)oc(=O)n2C)C(=O)N1CCN(c2cc(C)ccc2C)CC1 (centres undefined)	-22.6%	-1.3%[57.1 µM]	-11.4%	-2.1%	0.9	0.0%	-8.3%	-5.6%	29.8%[57.1 µM]
6	CCOC(=O)c1sc2nc(C)nc(SCC(N)=O)c2c1C	19.2%	3.5%[57.1 µM]	2.9%	20.6%	-4.9	-2.5%	-9.3%	3.2%	-12.1%
7	COc1c(Cl)cc(C(=O)Nc2cccnc2)cc1Cl	·	·	-22.4%	·	-6.4	13.7%	i	-0.8%	·
8	Cc1ccc(C(=O)NCC(=O)OCC(=O)N(CC(C)C)c2c(N)n(Cc3ccccc3)c(=O)[nH]c2=O)cc1	35.5%[activator]	-0.4%	-12.2%	0.4%	0.4	4.0%	-10.3%	-1.3%	-5.8%
9	Cc1c(NC(=O)CCN2C(=O)c3ccccc3C2=O)c(=O)n(-c2ccccc2)n1C	8.6%	-11.7%	3.2%	2.2%	-12.6	-3.3%	-9.9%	-9.9%	-15.1%
10	COCCNCC(=O)Nc1nc(C)cs1	14.7%	0.9%	2.5%	3.1%	-1.3	3.4%	7.0%	38.8%[activator]	8.5%[57.1 µM]
11	CCCC(=O)NC(C)c1nc2ccccc2n1Cc1ccccc1 (centres undefined)	25.2%	-6.3%	?	3.0%	-0.1	3.4%	3.8%	19.1%	-3.1%
12	COc1ccc2cc(C(C)C(=O)NC3CCC(O)CC3)ccc2c1 (centres undefined)	30.8%	3.7%	-13.3%	0.7%	-20.8	2.1%	3.3%	-5.5%	12.2%
13	Cc1ccc(CCNC(=O)CCCn2c(=O)c3cccn3c3ccc(F)cc32)cc1	17.0%	-0.1%	?	0.8%	-0.5	-3.0%	i	5.8%	22.4%
14	Nc1ccc(C(=O)C(=O)c2ccc(N)cc2)cc1	17.4%	-6.0%[57.1 µM]	9.2%	5.1%	3.9	6.2%	-1.7%	-10.0%	-4.6%[57.1 µM]
15	CC(C)(C)NC(=O)CN(C(=O)Cn1nnc(-c2ccccc2F)n1)c1cccc2c1CCCC2	15.4%	-9.3%	-5.6%	12.4%	2.7	-4.4%	11.3%	13.5%	-12.5%
16	O=C(NC1CCCCC1)C(c1ccc(Cl)cc1)N(C(=O)c1cnccn1)c1ccc2c(c1)OCO2 (centres undefined)	21.6%	5.7%	-11.3%	-2.3%	-0.4	?	1.1%	-5.1%	17.5%
17	COc1ccccc1CNc1cc(C)ccc1C	15.8%	-12.2%	-28.2%	4.1%	2.1	2.5%	-3.0%[11.5 µM]	-2.5%	14.7%
18	CSc1ncccc1C(=O)OCC(=O)Nc1ccc(N2CCOCC2)cc1	15.8%	5.2%	-12.0%	-0.8%	-0.8	-4.1%	-3.7%	39.9%[activator]	10.5%
19	Cc1ccc(C)c(CN2CCC(CNC(=O)c3cc4ccc5cccnc5c4[nH]3)CC2)c1	-8.7%	0.2%	5.0%	-0.8%	2.0	20.6%	-1.4%	-8.0%	8.2%
20	O=C(O)CN(Cc1ccccc1)S(=O)(=O)c1ccc(F)cc1	29.9%	6.6%	2.1%	1.0%	4.8	1.6%	-4.3%	3.1%	24.3%
21	COC(=O)CCC(=O)Nc1cc(Cl)cc(Cl)c1	27.5%	-3.8%	-10.9%	0.9%	-0.3	12.4%	8.4%	10.8%	12.3%[57.1 µM]
22	CCN1CCCC(OC(=O)Nc2ccccc2)C1 (centres undefined)	47.0%[activator]	-1.8%	-3.3%	2.3%	-3.5	0.0%	-13.4%	-6.0%	5.3%
23	CC(C)(C)OC(=O)NC(CCNC=C1C(=O)OC(C)(C)OC1=O)C(=O)O (centres undefined)	10.4%	8.7%	-19.4%	2.4%	8.9	-7.9%	-6.1%	-4.7%	13.3%
24	CCOc1ccccc1OCC(=O)O	16.9%	8.2%	5.9%	-14.6%	5.3	-2.2%	-2.2%	0.0%	31.7%
25	CC(C)c1nnc(NC(=O)CCC(=O)Nc2ccc(Cl)cc2)s1	41.9%[activator]	-0.9%	-11.2%	-2.2%	-7.3	-5.7%	-4.4%	-0.6%	18.0%
26	O=C(CSc1nnc(Cc2cc(=O)[nH]c(=O)[nH]2)n1-c1ccccc1)N1CCCC1	37.2%[activator]	-1.2%	-4.3%	-3.5%	-1.4	-0.4%	-2.6%	6.0%	10.4%
27	CCOc1ccc2nc(SCC(=O)N3c4ccccc4Sc4ccccc43)sc2c1	26.1%	2.9%	-19.4%	2.7%	-4.1	-1.1%	0.6%	3.0%	15.2%
28	Brc1ccccc1CN1CCN(Cc2c[nH]c3ccccc23)CC1	39.8µM*	3.0%	-1.3%	-2.8%	-2.3	-6.6%	-6.2%	-4.3%	-3.1%[11.4 µM]
29	Cc1cccc(C(=O)Oc2c(Br)cc(Br)cc2/C=N/NC(=O)c2ccncc2)c1	-6.1%	3.0%[57.1 µM]	-8.4%	?	3.7	2.5%	-7.8%	-5.9%	10.5%[57.1 µM]
30	CCCOc1ccc(/C=N/NC(=O)c2ccc3c(c2)OCO3)c(OCCC)c1	31.1%	-3.8%[57.1 µM]	-3.6%	1.4%	-0.6	-0.6%	3.8%	2.5%	2.5%[57.1 µM]
31	COc1ccc(-c2cc(C(F)(F)F)nc(SCC(=O)Nc3ccc4c(c3)OCO4)n2)cc1OC	36.4%	8.1%	-22.2%	11.5%	-3.9	-2.8%	-2.8%	-2.4%	-2.1%
32	C/C(CC(=O)Nc1cccnc1)=N\NC(=O)C(C)Oc1ccc(Cl)cc1Cl (centres undefined)	21.9%	6.9%[57.1 µM]	4.2%	-2.1%	0.0	3.1%	-7.0%	-14.3%	-14.2%[57.1 µM]
33	CC(C)CCN1CCN(Cc2ccc(N3CCNC3=O)cc2)CC1CCO (centres undefined)	11.3%[57 µM]	9.5%	-15.2%	0.8%	1.8	-0.1%	-0.9%	19.8%	24.4%
34	CCCCCCCCNC(=O)c1cnsn1	75.8%[activator]	3.9%	-24.4%	-0.9%	2.0	9.1%	i	-4.4%	20.8%
35	O=C(NNC(=O)c1ccccc1[N+](=O)[O-])c1ccc(NS(=O)(=O)c2cccs2)cc1	17.9%	-4.8%	1.1%	3.6%	4.3	-3.9%	7.3%	18.7%	1.0%
36	CCOC(=O)Cn1c(=O)oc2cc(S(=O)(=O)NCC3CCCO3)ccc21 (centres undefined)	11.4%	-0.1%	-3.6%	3.3%	2.4	-3.0%	1.3%	13.1%	-5.1%
37	COc1ccccc1NC(=O)c1cccnc1	28.8%	3.5%	-12.7%	8.9%	0.8	-1.4%	15.0%	0.5%	14.3%
38	O=S1(=O)N=C(Nc2ccc(O)c(CN3CCCCC3)c2)c2ccccc21	26.2%	-0.9%	-11.7%	-7.9%	2.1	0.0%	·	11.0%	-0.3%
39	COc1ccc(NC(=O)CSc2n[nH]c(-c3ccncc3)n2)cc1Cl	31.8%	-8.2%	0.4%	-2.9%	2.0	-4.3%	2.9%	24.7%	-11.6%
40	Cc1cc(C)c(S(=O)(=O)c2ccccc2)c(OC(=O)c2c(F)cccc2F)n1	34.5%	5.8%[57.1 µM]	-16.8%	-0.9%	0.6	25.3%	-1.9%	?	1.8%[57.1 µM]

Complete entries as entered above.
Entry for `CCOC(=O)Cn1c(=O)oc2cc(S(=O)(=O)NCC3CCCO3)ccc21` (centres undefined) → HP1b chromo inh = 11.4%; TrxR1 substrate = -0.1%; USP1 inh = -3.6%; Pin1 inh = 3.3%; PI4K2A inh = 2.4; mIDH1 inhibitor = -3.0%; PGK inhibitor = 1.3%; GLS inh = 13.1%; rTrxR1 inhibitor = -5.1%
Entry for `COc1ccc(-c2cc(C(F)(F)F)nc(SCC(=O)Nc3ccc4c(c3)OCO4)n2)cc1OC` → HP1b chromo inh = 36.4%; TrxR1 substrate = 8.1%; USP1 inh = -22.2%; Pin1 inh = 11.5%; PI4K2A inh = -3.9; mIDH1 inhibitor = -2.8%; PGK inhibitor = -2.8%; GLS inh = -2.4%; rTrxR1 inhibitor = -2.1%
